# Screening results from PubChem.
# SR-BI DiI inh = inhibitors of SR-BI mediated HDL lipid uptake, primary screen, ldlA[mSR-BI] cells, fluorescence, single point | Scavenger receptor class B member 1 (Mus musculus), Q61009 | ldlA[mSR-BI] CHO cells, DiI-HDL uptake fluorescence, 3 h | inhibition, % at 12.5 µM | 320,000 compounds, 0.96% hits | AID 488896, 2010;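 active = mean replicate inhibition of at least 70% and a set share of replicates each scoring 70 or more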;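 note: 0% = median of neutral control wells and 100% = median of positive control wells; values of inactives mirror those of a sister screen read the other way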
# CDK5 inh = inhibitors of human CDK5/p35 kinase, primary screen, biochemical, single concentration. AID 488839, 2010. inhibition, % at 10 µM. 330,000 compounds, 0.01% hits. Cyclin-dependent kinase 5 (Homo sapiens) + Cyclin-dependent kinase 5 activator 1 (Homo …. Recombinant CDK5/p35, ADP-Glo luminescence, 60 min;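 active = highest replicate inhibition of at least 50% and at least 75% of replicates reaching 50%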;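 note: plate controls were DMSO neutral control for no effect and GW8510 at 10 µM for full effect; many of its hits are not listed in these tables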
# Mot1-301 SUMO = yeast Mot1-301 growth rescue at high temperature, primary screen, SUMOylation pathway inhibitor project, S. cerevisiae, ATP luminescence, 38.5C; S. cerevisiae Mot1-301 growth rescue; percent above DMSO median, 100 means doubled; growth rescue, % at 18.8 µM; 320,000 compounds, 1% hits; AID 2716, 2010;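 active = every valid replicate shows activation above 250% relative to neutral control wells; inactive = the rest, any valid replicate at or below 250%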;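 note: OY570 slx delta 5 strain wells were the positive control but not used for scaling; some compounds called inactive have numbers as strong as hits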
# NSD2 inh = NSD2 histone methyltransferase inhibitors, primary screen, biochemical, AlphaScreen, single concentration, set 2 | Histone-lysine N-methyltransferase NSD2 (Homo sapiens), O96028 | NSD2 peptide methylation, 120 min | inhibition, % at 12.5 µM | 310,000 compounds, 0.54% hits | AID 743445, 2014; in the data active = inhibition above about 50%
# Target sequence (O96028 whole entry, looked up): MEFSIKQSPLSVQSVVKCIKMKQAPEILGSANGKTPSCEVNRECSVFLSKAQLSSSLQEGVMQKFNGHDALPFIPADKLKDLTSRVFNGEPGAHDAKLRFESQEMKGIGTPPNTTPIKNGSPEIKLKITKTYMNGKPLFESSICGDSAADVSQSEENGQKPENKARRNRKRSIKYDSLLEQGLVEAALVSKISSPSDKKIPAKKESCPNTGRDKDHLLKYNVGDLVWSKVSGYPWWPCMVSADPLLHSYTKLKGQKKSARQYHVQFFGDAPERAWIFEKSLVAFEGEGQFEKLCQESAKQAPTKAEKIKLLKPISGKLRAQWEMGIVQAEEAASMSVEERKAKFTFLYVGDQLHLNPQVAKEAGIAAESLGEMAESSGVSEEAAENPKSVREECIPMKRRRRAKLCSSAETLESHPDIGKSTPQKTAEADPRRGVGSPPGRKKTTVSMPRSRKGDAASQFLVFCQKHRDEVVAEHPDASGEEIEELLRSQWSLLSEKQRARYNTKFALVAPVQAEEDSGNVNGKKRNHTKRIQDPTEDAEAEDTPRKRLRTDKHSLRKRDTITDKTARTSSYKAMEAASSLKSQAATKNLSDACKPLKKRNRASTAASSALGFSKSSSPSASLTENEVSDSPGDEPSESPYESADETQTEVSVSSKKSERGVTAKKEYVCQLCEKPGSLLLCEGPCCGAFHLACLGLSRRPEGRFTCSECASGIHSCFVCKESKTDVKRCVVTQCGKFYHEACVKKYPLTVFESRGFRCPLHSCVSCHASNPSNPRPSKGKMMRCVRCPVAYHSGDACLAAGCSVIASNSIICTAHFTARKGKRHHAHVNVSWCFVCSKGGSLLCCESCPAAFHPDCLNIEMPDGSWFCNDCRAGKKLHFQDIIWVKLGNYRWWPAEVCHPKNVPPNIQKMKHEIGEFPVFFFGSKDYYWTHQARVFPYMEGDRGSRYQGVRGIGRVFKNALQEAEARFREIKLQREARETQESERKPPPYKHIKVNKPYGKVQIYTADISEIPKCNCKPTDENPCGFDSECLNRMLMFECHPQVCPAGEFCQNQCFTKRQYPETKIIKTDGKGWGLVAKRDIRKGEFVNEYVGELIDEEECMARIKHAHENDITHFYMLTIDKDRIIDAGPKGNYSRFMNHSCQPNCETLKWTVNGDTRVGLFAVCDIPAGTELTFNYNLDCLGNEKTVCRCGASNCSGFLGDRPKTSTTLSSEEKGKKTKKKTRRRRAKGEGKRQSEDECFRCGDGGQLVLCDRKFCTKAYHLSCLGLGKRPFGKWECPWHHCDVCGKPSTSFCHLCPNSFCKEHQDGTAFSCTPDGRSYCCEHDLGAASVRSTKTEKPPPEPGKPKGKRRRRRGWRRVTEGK
# SR-BI DiI-HDL act = activators of SR-BI mediated DiI-HDL uptake, primary screen, ldlA[mSR-BI] CHO cells, DiI fluorescence; 3 h; 100 = double the neutral-control signal; activation, % at 12.5 µM; 320,000 compounds, 0.096% hits; AID 504775, 2011;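 active = mean replicate activation of at least 60% and every replicate at or above 60%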;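 note: 0% = median plate neutral-control signal and 100% = twice that signal; values of inactives mirror those of a sister screen read the other way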
#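 Test system: SR-BI-overexpressing, LDLR-lacking CHO cells. Measured by: DiI fluorescence, bottom read. Medium: Ham's F12 with 0.5% BSA, HEPES 25 mM, pH 7.4. Timing: 3 h uptake period with compound, 37 °C.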
# Arr AP2 block = inhibitors of beta-arrestin/AP2 binding, primary screen, biochemical, GPCR trafficking, flow cytometry; beta-arrestin 1 C-terminal peptide binding to AP2 beta2-adaptin appendage (human); FITC-arrestin peptide / GST-AP2 beads; AP2 beta2 appendage carries R879A mutation; inhibition, % at 10 µM; 340,000 compounds, 0.31% hits;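 active = inhibition above a set limit, near 3 SD of compounds lacking own fluorescence, cut at about 54% in these data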;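 note: plate controls were DMSO wells for no effect and 5 µM unlabelled arrestin peptide for full effect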
#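 System: GST-AP2 R879A glutathione beads | Also added: FITC-arrestin peptide, 50 nM | Times: 12 min plus 1 h, RT | Signal: Bead flow cytometry, FITC channel | Buffer or medium: PBS with 0.05% Tween 20 and 0.1% BSA | Read-out basis: Percent drop in bead-associated FITC signal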
# PKA-R1A act = activators of PKA-R1A holoenzyme, primary screen, biochemical, fluorescence polarization, Cy5-IP20, bovine R1A, mouse PKAc; cAMP-dependent protein kinase type I-alpha regulatory subunit (Bos taurus) + …; PKA-R1A dissociation; scaled: DMSO 0%, 113 µM cGMP 100%; activation, % at 11.4 µM; 340,000 compounds, 0.083% hits; AID 504707, 2011;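 active = percent activation above the mean of all tested compounds plus 3 SD, cut at about 19% in these data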;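 note: higher means more PKAc released from R1A so a rise in polarization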
# dFosB act = activators of delta FosB homodimer, primary screen, biochemical, fluorescence polarization, TAMRA-CDK5 oligo, single point; Protein FosB (Mus musculus), P13346; purified delta FosB; percent of positive-control signal above neutral wells; activation, % at 25 µM; 340,000 compounds, 0.99% hits; AID 493131, 2011;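 active = mean activation above about 17%, with every replicate also reaching it, limit read from the data, passing the limit was not always enough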;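 note: fluorescence polarization rise as delta FosB binds a TAMRA Cdk5 AP-1 oligo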
# PKA-R2B activ = activators of PKA-R2B holoenzyme, primary screen, biochemical, fluorescence polarization, Cy5-IP20, human; 340,000 compounds, 0.079% hits; PKA-R2B holoenzyme dissociation; R2B truncated from residue 108, S112A mutant; 0% DMSO only, 100% 113 µM cGMP; cAMP-dependent protein kinase catalytic subunit beta (Homo sapiens) + cAMP-dependent …; AID 504700, 2011; activation, % at 11.4 µM;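 active = activation above a cutoff set at the mean over all compounds plus 3 SD, cut at about 18% in these data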;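 note: higher means more holoenzyme dissociation and a rise in polarization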
# MITF act = activators of MITF-driven TRPM1 promoter reporter, primary screen, cell-based, SK-MEL-5, luciferase, single point. activation, % at 12.5 µM. SK-MEL-5 TRPM1-promoter luciferase, 24 h; % of positive control, neutral wells = 0. 300,000 compounds, 0.75% hits;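 active = mean activation of at least 80% with every replicate also reaching 80%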;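 note: 0% = neutral control wells and 100% = parthenolide positive control wells; values of inactives mirror those of a sister screen read the other way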
# Pemphigus Ab inh = inhibitors of pemphigus antibody binding to DSG3, primary screen, biochemical, bead-based, flow cytometry, scFv-GFP. Desmoglein-3 (Homo sapiens), P32926. 310,000 compounds, 0.48% hits. DSG3-coupled beads, scFv-anti-DSG3-GFP binding; hits give low values. binding (percent of control), % at 10 µM;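 active = binding more than 3 SD below its plate's average and above zero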;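 note: hits lower antibody fragment binding to DSG3; some compounds called inactive have numbers as strong as hits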
# * = called active by the depositor; . = not tested or not shown; + = active, no number. Compounds were not picked by outcome; overall some 4.7% were active at least once.
SMILES,SR-BI DiI inh,CDK5 inh,Mot1-301 SUMO,NSD2 inh,SR-BI DiI-HDL act,Arr AP2 block,PKA-R1A act,dFosB act,PKA-R2B activ,MITF act,Pemphigus Ab inh
O=C(NCCCn1ccnc1)c1cccc(S(=O)(=O)Nc2ccc(Br)cc2)c1,19,-9.0,1,-1,-19,-5,7,3,-1,-8,111
CC(C)NC(=O)CSc1nnc(-c2ccncc2)n1-c1ccccc1,-10,0.1,205,.,10,2,4,-8,-2,11,.
Cc1ccc(C(=O)OCC(=O)c2c[nH]c3ccccc23)cc1S(=O)(=O)N1CCCCC1,32,0.0,3,-3,-32,-1,-4,-1,-13,-6,111
COc1cccc(CNC(=O)C2CCN(c3cnccn3)CC2)c1,-4,0.4,4,6,4,-5,-6,4,-13,.,92
CCCNC(=O)c1ccc(COc2cccc3ccccc23)o1,0,1.3,-1,1,0,12,14,-1,6,.,114
Cc1ccc(S(=O)(=O)N2CCN(C(=O)COC(=O)C3CC3C)CC2)c(C)c1 (configuration not stated),-10,-0.5,2,20,10,-5,-2,-13,-3,0,99
COC(=O)C1C/C(=N\NS(=O)(=O)c2ccc(C)cc2)c2sccc2C1 (configuration not stated),7,-0.8,11,-4,-7,5,0,-8,5,2,101
COc1cc(C#Cc2c(-c3ccccc3)n(C)c3ccccc23)cc(OC)c1,57,-0.3,3,.,-57,20,3,4,-18,4,98
O=C1c2ccccc2C(=O)N1CCc1c[nH]c2ccccc12,15,1.5,.,2,-15,2,7,-5,-2,111*,102
CCC(C)NC(=O)CN(c1cc(Cl)cc(Cl)c1)S(C)(=O)=O (configuration not stated),-7,0.0,164,-7,7,7,8,-9,1,8,103
O=C(CSc1nc2c(sc3ccccc32)c(=O)n1CCCN1CCOCC1)NC1CCCC1,-26,0.8,-16,0,26,2,-7,-2,-3,.,101
O=C(Nc1ccccc1C(F)(F)F)Nc1cccc2ccccc12,25,-1.0,4,-1,-25,3,-16,6,-4,-4,105
COc1ccccc1/C=C/C(=O)Nc1ccc(S(=O)(=O)Nc2cc(C)on2)cc1,8,0.3,18,26,-8,24,-10,-14,5,9,101
CCOc1ccc(S(=O)(=O)N2CCNC(=O)C2)cc1,-28,0.8,-9,0,28,-6,0,-10,-6,11,.
COc1ccc(NC(=O)c2cc(-c3ccco3)nc3ccccc23)cc1S(=O)(=O)N1CCOCC1,89*,2.0,6,6,-89,-12,12,-19,-1,-9,86
C=CC[C@H](CC(=O)NCCO)C(=O)N[C@@H](COC(=O)[C@H](CC=C)CC(=O)OC(C)(C)C)Cc1c[nH]c2ccccc12,-11,-0.2,-8,.,11,-4,3,-10,1,13,103
COc1cc2c(c(OC)c1OC)CC(=O)N(C)CC2,4,0.0,-13,0,-4,24,7,6,-1,12,118
O=C(CSCSCC(=O)Nc1ccc2c(c1)OCO2)Nc1ccc2c(c1)OCO2,-15,-1.6,204,-1,15,10,-9,-1,-4,2,101
CC(=O)Nc1cccc(NC(=O)c2cc(C)on2)c1,-2,1.5,-5,-2,2,3,6,5,-2,5,102
CC(=O)Nc1ccc(NC2=C/C(=N/S(=O)(=O)c3cccs3)c3ccccc3C2=O)cc1,5,-3.6,-14,83*,-5,-3,.,-5,.,-102,.
CCOC(=O)c1cnc2c(F)ccc(F)c2c1Sc1ccccc1,-14,0.9,-11,0,14,28,0,-2,2,.,116
COc1ccccc1-n1c(-c2ccccc2)c[nH]c1=S,2,4.8,.,2,-2,-16,9,-22,0,-3,95
Cc1ccc2cc3cc(C(=O)NCCCN4CCCC4=O)oc3nc2c1,62,.,-18,0,-62,-12,1,-23,-13,31,92
COC(=O)c1ccc(C(=O)OC)c(NC(=S)N2CCCCC2C)c1 (configuration not stated),-2,-2.7,-6,3,2,-2,-14,-4,-14,6,108
Cc1ccc(-c2csnn2)cc1,-2,-2.7,7,1,2,-17,-11,-3,-2,-9,100
CCOC(=O)c1[nH]c(C)c(C(=O)OCC)c1C,21,-0.3,-8,.,-21,5,-8,-1,-4,.,101
O=C(COc1ccccc1)NC(=S)Nc1ccc2c3c(cccc13)CC2,-29,1.3,-17,-2,29,7,-10,-6,-1,8,106
Nc1ccn(CC(=O)NCCNc2ccc([N+](=O)[O-])cn2)c(=O)n1,-19,-1.1,4,.,19,26,2,10,-4,0,99
OCCC1CN(Cc2c(F)cccc2Cl)CCN1C1CCCC1 (configuration not stated),51,-1.3,-10,6,-51,5,4,0,2,0,102
N=C1CCCN1CC(=O)c1ccc(Br)cc1,-22,4.9,.,-1,22,15,-2,-7,-2,18,102
COc1cc(CNCc2ccc3c(c2)OCO3)c([N+](=O)[O-])cc1OC,-25,-1.1,+,25,25,-1,1,-5,-7,.,114
C/C(=N/NC(=O)c1cccnc1)C1=C(O)CC(C)(C)CC1=O,-10,1.1,10,-2,10,23,-13,5,1,1,99
Cc1cc(C)c(S(=O)(=O)N2CCC(C(=O)NCc3ccc(Cl)cc3Cl)CC2)c(C)c1,63,-11,-4,-5,-63,-2,-8,-4,2,.,.
O=C(c1c[nH]c2ccccc12)N1CCN(c2ccccc2)CC1,1,-2.1,-7,2,-1,-19,-2,-7,6,8,115
CCCCCCCCN1[C@@H](CC(=O)O)c2cc(C(F)(F)F)ccc2S1(=O)=O,-2,-0.2,-1,.,2,-4,-10,-3,1,6,108
COc1ccc(C=CC(=O)c2cc(O)ccc2O)cc1,-1,0.5,.,0,1,7,3,-12,0,15,104
O=c1oc(-c2ccccc2)nc2sc3c(c12)CCCC3,-14,-0.1,14,-1,14,13,-3,-8,-5,58,125
O=C(Nc1ccccn1)Nc1cccs1,.,1.5,8,1,.,4,0,-2,6,56,103
COc1ccc(C(=O)O)cc1S(=O)(=O)NC(C)C,1,1.3,6,-3,-1,-8,-4,-1,-11,4,97
O=C(Nc1cccc(-c2cccc(Cl)c2)c1)C1CCN(C2CCC2)CC1,-1,.,35,4,1,-15,-12,-67,-2,-10,117
C=CCNC(=S)NNC(=O)C(CCCC)CC(C)(C)O (configuration not stated),1,0.0,-4,-5,-1,4,-2,-2,-1,-8,113
CCN(CC)S(=O)(=O)c1cccc2cc(C(=O)O)c(O)cc12,-12,-3.7,-7,-3,12,-4,-14,-9,-8,4,.
CC1Cc2cc(/C(O)=C3/C(=O)C(=O)N(CCCn4ccnc4)C3c3ccco3)ccc2O1 (configuration not stated),-16,-2.9,-30,1,16,9,-2,-3,4,35,114
COc1ccc(OC)c(NC(=O)CSc2nnc(-c3ccncc3)s2)c1,45,-2.4,64,-1,-45,9,0,-11,2,19,97
COc1cc2c(C(=O)O)c(C)n(CC(C)C)c2c2ccccc12,-11,0.7,.,1,11,17,1,2,-1,-2,103
CCc1ccc2oc(-c3ccc(OC)cc3)cc(=Nc3cccc(C(=O)O)c3)c2c1,2,-0.9,-18,7,-2,-1,3,-48,-2,27,106
Cc1cnc(C(=O)NC(Cc2ccccc2)c2ccccc2)cn1 (configuration not stated),13,1.3,-6,-2,-13,-9,-10,-3,-2,20,112
COc1ccccc1C(=O)N1CCN(S(=O)(=O)c2ccccc2)CC1,-5,-1.0,97,20,5,44,0,5,-7,12,104
O=C(Nc1cccc(Cl)c1)N1CCCCCC1,1,0.6,9,0,-1,-7,-3,-6,12,1,101
O=C1/C(=C/c2cccs2)Cc2ccccc21,-23,2.1,-8,-4,23,-4,-5,4,-5,18,107
O=S(=O)(Nc1cccc(Oc2ccc(Cl)cc2)n1)c1ccc(F)cc1,11,-1.2,13,1,-11,0,9,-12,-4,3,113
CCOc1cc(N2CCOCC2)c(OCC)cc1NC(=O)CN1CCc2ccccc2C1,7,-0.5,-17,-1,-7,-2,-10,-10,8,4,111
CS(=O)(=O)N1CCc2cc(C(=O)N3CCOCC3)ccc21,-7,-0.7,22,-1,7,1,-6,2,8,-1,111
CCOC(=O)c1nn(-c2ccc3c(c2)OCO3)cc1O,-21,3.7,-3,0,21,2,9,-3,10,90*,106
Cc1cc(NC(=O)CN2CCN(C/C=C/c3ccccc3)CC2)c([N+](=O)[O-])cc1C,8,-0.4,189,0,-8,2,-11,-1,4,-2,111
O=[N+]([O-])c1ccccc1NC1CCN(Cc2ccccc2)CC1,5,1.1,-12,21,-5,37,4,7,-6,8,109
Cc1noc(C)c1C(=O)OCC(=O)NC(=O)NC12CC3CC(CC(C3)C1)C2,-2,-7.3,-1,1,2,2,5,-4,1,.,110
COc1ccc(OC(=O)/C=C/c2ccc([N+](=O)[O-])cc2)cc1,-18,-0.6,-6,0,18,7,-7,1,-3,5,90
CCN(CC)c1ccc(CNC23CN4CN(CN(C4)C2)C3)cc1,-27,0.5,.,.,27,22,1,5,-8,.,105
C[N+](C)(C)CCCCCC[N+](C)(C)C,-2,0.8,-6,.,2,-4,2,3,10,0,118
Cc1nn(-c2ccccc2)nc1-c1nnc(-c2ccc(C(F)(F)F)cc2)o1,-11,5.8,6,-1,11,-4,-13,3,-7,.,76*
